HTRA1 inh: inhibitors of human serine peptidase HTRA1; Q92743; recombinant HTRA1, FP-rhodamine activity-based probe, fluorescence polarization; inhibition, % at 5.96 µM; 340,000 compounds, 0.5% hits; AID 504803; in the data active = inhibition above about 36%;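 also: 0% = enzyme with DMSO and 100% = wells lacking enzyme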
UHRF1 MBD2 ctr: human UHRF1 methylated DNA binding inhibitors | UHRF1 binding to methylated oligo, TR-FRET | inhibition, % at 4.4 µM | 370,000 compounds, 0.75% hits; in the data active = inhibition above about 21%;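 also: UHRF1 SRA domain binding a hemimethylated CpG hairpin DNA probe; 0% = median of test compound wells and 100% = reference inhibitor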
Target sequence (Q96T88 whole entry, looked up, the tested form may be a part): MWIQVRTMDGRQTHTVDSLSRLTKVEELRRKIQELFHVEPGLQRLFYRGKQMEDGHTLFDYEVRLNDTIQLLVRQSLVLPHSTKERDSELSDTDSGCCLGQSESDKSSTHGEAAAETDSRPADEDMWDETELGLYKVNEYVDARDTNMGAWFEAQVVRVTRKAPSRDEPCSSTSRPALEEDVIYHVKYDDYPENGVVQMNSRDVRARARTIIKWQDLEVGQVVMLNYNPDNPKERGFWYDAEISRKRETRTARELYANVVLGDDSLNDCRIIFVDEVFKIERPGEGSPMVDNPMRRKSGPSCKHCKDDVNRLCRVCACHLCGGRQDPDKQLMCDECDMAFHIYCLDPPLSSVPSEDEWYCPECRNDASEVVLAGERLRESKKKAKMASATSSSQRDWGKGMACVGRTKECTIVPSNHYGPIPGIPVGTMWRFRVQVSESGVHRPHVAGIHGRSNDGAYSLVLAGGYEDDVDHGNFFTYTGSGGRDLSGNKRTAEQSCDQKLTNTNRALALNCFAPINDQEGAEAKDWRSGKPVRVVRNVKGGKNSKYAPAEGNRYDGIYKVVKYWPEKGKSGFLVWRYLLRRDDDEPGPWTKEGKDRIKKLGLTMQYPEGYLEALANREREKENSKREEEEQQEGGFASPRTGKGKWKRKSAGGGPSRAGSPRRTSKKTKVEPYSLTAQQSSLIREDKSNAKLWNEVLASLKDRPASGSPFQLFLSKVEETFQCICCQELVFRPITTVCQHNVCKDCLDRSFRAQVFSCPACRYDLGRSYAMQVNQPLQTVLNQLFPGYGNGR
LEDGF integ inh: blocks HIV-1 LEDGF/p75-dependent DNA integration; AID 743269; inhibition, % at 3.7 µM; 370,000 compounds, 0.64% hits; TR-FRET IN-LEDGF/p75 DNA integration, Eu/Cy5;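 active = inhibition above the screen-wide mean plus 3 SD, cut at about 13% in these data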;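 also: signal is the Cy5 over europium emission ratio at 671 and 618 nm; 0% = plate median of compound wells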
rCAG RNA binder: binds r(CAG) RNA repeats | r(CAG) RNA repeat, TO-PRO-1 dye displacement fluorescence | inhibition, % at 3 µM | 370,000 compounds, 1.3% hits;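 active = inhibition above the plate cutoff, the mean of all test compounds on that plate plus 3 SD, cut at about 35% in these data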;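 also: 0% = DMSO alone and 100% = 100 µM mitoxantrone as full dye displacement; higher means more dye released from RNA so lower well fluorescence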
mABHD4 FP: inhibitors of mouse ABHD4 | purified mABHD4, FP-Rh probe fluorescence polarization | 370,000 compounds, 0.54% hits | inhibition, % at 8.92 µM | Q8VD66;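 active = inhibition exceeding the mean over every tested compound plus 3 SD, cut at about 30% in these data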;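 also: 0% = plate median of compound wells and 100% = S159A mutant with DMSO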
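system = mouse ABHD4 enzyme, wild type | medium = HEPES pH 7.0, NaCl, Pluronic buffer | also added = FP-Rh probe | incubation = Enzyme–compound pre-incubation 45 min, then probe 60 min, both 25 °C | technique = fluorescence polarization, excitation 525 nm, emission 598 nm, BODIPY TMR filters | controls = S159A mutant high control, sample median low control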
TCR CD3 inh: blocks the human TCR-CD3 interaction; TAMRA-labeled TCR probe fluorescence, biochemical; inhibition, % at 9.4 µM; 360,000 compounds, 0.37% hits; AID 651800; in the data active = inhibition above about 19%;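 also: recombinant mutant TCR 2C K166C tagged with TAMRA read by polarization; 0% = receptor in buffer alone and 100% = receptor with positive control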
MBD2 inh: blocks human MBD2 binding to methylated DNA | TR-FRET, MBD2 binding to methylated oligonucleotide | 370,000 compounds, 0.31% hits | Q9UBB5 | AID 686964 | inhibition, % at 4.4 µM; in the data active = inhibition above about 13%
Rev-erbA mod: modulates human Rev-erb alpha binding to DNA; Rev-erbα–FITC-DNA binding, fluorescence polarization, 90 min; activity, % at 10 µM; 370,000 compounds, 0.79% hits;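 active = activity above about 14%, limit read from the data; passing the limit was not always enough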;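 also: 0% = DMSO wells with 35 nM protein and 100% = DMSO wells with 750 nM protein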
PG9 Ab binder: PG9 antibody binding by small molecule | TR-FRET gp120-PG9 antibody binding | inhibition, % at 6.7 µM | 360,000 compounds, 0.43% hits; in the data active = inhibition above about 8.5%
PRMT1 FP inh: PRMT1 (human) inhibition, primary screen. recombinant PRMT1, activity-based probe fluorescence polarization. inhibition, % at 2.79 µM. Q99873. 370,000 compounds, 1.3% hits;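 active = inhibition above about 21% made by adding two undisclosed values, limit read from the data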
* marks the source's active call; other numbers are inactive results; nt = no result given. The list is partial; the hit share may differ from the screen's.

cpd	Structure	UHRF1 MBD2 ctr	LEDGF integ inh	PRMT1 FP inh	PG9 Ab binder	TCR CD3 inh	rCAG RNA binder	Rev-erbA mod	MBD2 inh	mABHD4 FP	HTRA1 inh
1	CCCOC(=O)CSC1=C(C#N)C(c2ccccc2OC)C(C#N)C(=O)N1 (stereo not drawn)	1	-1	13	1.9	-5	9	-6	4	8	6
2	Cc1ccccc1Oc1cc(NC(=O)CCCn2nc(C)c([N+](=O)[O-])c2C)cc([N+](=O)[O-])c1	-3	1	-2	-2.6	-1	8	4	-3	-41	-59
3	O=C(COc1coc(CN2CCN(c3ccccc3)CC2)cc1=O)NC1CCCCC1	2	-3	2	-1.0	6	-7	-9	1	-1	2
4	CC1(C(=O)NS(=O)(=O)c2ccc(Br)cc2)CCN1C(=O)CCc1ccccc1 (stereo not drawn)	1	0	3	-0.7	1	19	8	6	0	nt
5	O=C(N/C(=C/c1ccco1)C(=O)N1CCOCC1)c1ccc([N+](=O)[O-])cc1	-4	-1	5	-1.0	5	-2	0	0	2	5
6	COC(=O)CCN(Cc1ccccc1)S(=O)(=O)c1ccccc1Br	2	-7	-1	0.5	-5	1	4	-6	-8	-1
7	CN1C(=O)/C(=C/c2cccc([N+](=O)[O-])c2)C(=O)N1c1ccccc1	1	2	10	1.0	-7	28	1	3	-3	4
8	COc1ccc(C2(C)NC(=O)N(CC(=O)NCC(=O)Nc3ccc(F)c(F)c3F)C2=O)cc1OC (stereo not drawn)	0	-3	-5	-1.6	3	1	0	-2	2	-6
9	CCOC(=O)C(=O)NC12CC3CC(CC(C3)C1)C2	-1	1	0	-3.1	4	-1	-6	2	2	6
10	O=C(Nc1ccccc1)N1CCCC1	1	0	-3	2.6	-2	-2	-3	5	2	5
11	CCOC(=O)C1CCN(Cc2ccc(F)c(Br)c2)CC1	-1	-5	-1	-2.6	3	-8	-2	0	5	-2
12	CCOc1ccc(NC(=O)/C(=C\c2ccc(OC(C)=O)c(OC)c2)NC(C)=O)cc1	-3	-2	-1	-0.8	7	-2	1	2	-10	6

cpd	Structure	UHRF1 MBD2 ctr	LEDGF integ inh	PRMT1 FP inh	PG9 Ab binder	TCR CD3 inh	rCAG RNA binder	Rev-erbA mod	MBD2 inh	mABHD4 FP	HTRA1 inh
13	Cc1nc(CN(C)c2ncnc3ccc(-c4ccc5c(c4)OCO5)cc23)cs1	-5	1	2	-0.9	2	4	7	0	-12	nt
14	COc1ccc(C(=O)COC(=O)C2CC3CCCC(C2)C3=O)cc1Br (stereo not drawn)	-2	1	-2	-0.8	6	0	-1	3	0	3
15	COc1ccc(S(=O)(=O)N2CCCCC2)cc1NC(=O)c1[nH]c(C)c(C(C)=O)c1C	-2	-4	-1	0.8	-6	-9	3	-2	2	-12
16	O=C(CSc1ccccc1)Nc1ccc(N2CCOCC2)cc1	-1	4	3	-3.5	6	3	-4	-1	-4	6
17	COc1cccc(-c2noc(Cn3nc(C(=O)O)c4ccccc4c3=O)n2)c1	-1	3	-1	-1.1	5	-3	5	1	4	11
18	O=C(COc1ccc(Cl)cc1Br)Nc1ccncc1	-6	-1	-5	0.3	2	-3	2	-9	-3	3
19	O=C(NCc1cccnc1)c1cccc(NC(=O)c2ccco2)c1	3	-2	2	-0.2	9	3	-7	-1	2	4
20	CC(=O)C1=CCC(c2ccccc2)N(S(C)(=O)=O)C1 (stereo not drawn)	0	2	-1	-1.9	2	1	-6	-2	-1	nt
21	O=C(c1nnc(-c2ccncc2)o1)c1ccccc1Cl	-3	0	-1	-0.5	5	-1	-2	1	-2	-2
22	COc1ccc(NS(=O)(=O)c2ccc(C)c(NC(=O)CN3C(=O)NC4(CCCC4)C3=O)c2)cc1	-3	-3	-5	-3.8	4	4	2	0	0	3
23	CCc1ccccc1OCCCN1CCCC1	-1	0	0	-2.1	6	-2	7	-1	16	-2
24	COC1C(C)=C(C)C(=O)N1Cc1ccccc1 (stereo not drawn)	1	6	3	0.1	-6	-1	4	6	-2	8

cpd	Structure	UHRF1 MBD2 ctr	LEDGF integ inh	PRMT1 FP inh	PG9 Ab binder	TCR CD3 inh	rCAG RNA binder	Rev-erbA mod	MBD2 inh	mABHD4 FP	HTRA1 inh
25	O=c1c2[nH]c3ccc(F)cc3c2nc2n1CCS2	0	0	0	-0.7	6	2	2	-6	1	-4
26	O=C(O)CCC(=O)Nc1ccc(Br)cn1	2	4	0	0.4	-6	4	1	0	8	0
27	O=C1c2ccccc2C(=O)N1CNc1ccccc1	-2	1	3	-1.7	-1	0	-2	-1	-1	3
28	COc1ccccc1NC(=O)/C=C1\NC(=O)CS1	2	-3	6	-2.3	0	1	7	2	5	-1
29	CCOc1ccccc1OCCCC(=O)Nc1cc(S(=O)(=O)N2CCCCC2)ccc1C	-1	0	-1	1.2	-3	8	2	1	-2	-17
30	COC(=O)COc1ccc2c(c1)O/C(=C\c1ccco1)C2=O	6	7	31*	-3.8	-1	29	2	-5	15	18
31	Cc1ccccc1S(=O)(=O)N1C[C@H]2CON(C)[C@H]2C[C@H]1c1cccc(Br)c1	0	2	-1	0.4	-3	0	11	-7	-3	2
32	Cc1nc(C)c(-c2ccnc(/N=C/NO)n2)s1	-11	0	3	0.2	0	0	1	2	-2	1
33	COc1cccc(CNCc2ccccc2OC)c1	0	10	-2	-0.9	5	0	0	-3	3	2
34	NS(=O)(=O)c1ccc(CNC(=O)CSc2ccccc2)cc1	-1	2	3	0.5	-5	6	2	-3	-4	1
35	CCOC(=O)C1=C[C@@H](C(C)(C)C)N(S(=O)(=O)c2ccc(C)cc2)[C@H]1c1ccc(F)cc1	0	2	-2	0.1	3	1	-3	-7	-8	nt
36	O[C@H]1C[C@H](c2ccccc2)N(CC2CCCCC2)C[C@@H]1n1cc(-c2ccc(F)cc2)nn1	3	1	-3	0.1	-5	3	4	-4	-1	-15

3 compounds from above, limited to UHRF1 MBD2 ctr:
nr	Structure	UHRF1 MBD2 ctr
5	O=C(N/C(=C/c1ccco1)C(=O)N1CCOCC1)c1ccc([N+](=O)[O-])cc1	-4
6	COC(=O)CCN(Cc1ccccc1)S(=O)(=O)c1ccccc1Br	2
7	CN1C(=O)/C(=C/c2cccc([N+](=O)[O-])c2)C(=O)N1c1ccccc1	1

Back to the main list, starting three compounds before the break.
cpd	Structure	UHRF1 MBD2 ctr	LEDGF integ inh	PRMT1 FP inh	PG9 Ab binder	TCR CD3 inh	rCAG RNA binder	Rev-erbA mod	MBD2 inh	mABHD4 FP	HTRA1 inh
34	NS(=O)(=O)c1ccc(CNC(=O)CSc2ccccc2)cc1	-1	2	3	0.5	-5	6	2	-3	-4	1
35	CCOC(=O)C1=C[C@@H](C(C)(C)C)N(S(=O)(=O)c2ccc(C)cc2)[C@H]1c1ccc(F)cc1	0	2	-2	0.1	3	1	-3	-7	-8	nt
36	O[C@H]1C[C@H](c2ccccc2)N(CC2CCCCC2)C[C@@H]1n1cc(-c2ccc(F)cc2)nn1	3	1	-3	0.1	-5	3	4	-4	-1	-15
37	CCOC(=O)c1sc(C)c2c(=O)n(CC(=O)c3ccc(Br)cc3)nnc12	1	-1	5	1.1	-1	5	-3	6	-13	-2
38	CCN(CC)CCSc1nc(O)c(-c2ccccc2)c(=O)n1-c1ccccc1	1	-1	25*	0.1	-4	-2	-2	-6	-4	1
39	O=C(CSCC(=O)N1CCCc2ccccc21)Nc1nc(-c2ccccc2)cs1	-2	1	5	0.0	2	5	-3	3	-28	-58
40	COc1ccc(C(=O)COC(=O)C2CCN(c3ccc(C(F)(F)F)cn3)CC2)c(OC)c1	-2	-1	-2	-3.1	11	15	-3	1	-3	-2
41	CCc1ccc(-c2nn(Cc3ccccc3)cc2/C=C/C(=O)O)cc1	-1	4	-4	0.2	1	21	0	1	4	2
42	CC(C)(C)c1cc(C(=O)NNc2cc(C(F)(F)F)ccc2Cl)n(Cc2ccccc2)n1	6	0	14	1.7	1	-4	1	4	-69	-35
43	O=c1oc(-c2ccccc2)nc2c1C1(CCCCC1)Cc1ccccc1-2	3	-3	3	0.5	1	-1	5	4	5	-5
44	O=C(NCC1CC1)c1cc2c(c(-c3cccc(-c4ccccc4F)c3)n1)[C@H](CCO)N(C(=O)CC1CC1)C2	-3	0	1	1.8	-3	9	2	1	-15	nt
45	Cc1cccc(NC(=O)CNC(=O)COc2cc(F)ccc2[N+](=O)[O-])c1C	3	0	1	-2.1	3	-1	7	3	-6	5
46	CCOC(=O)N1CCN(c2c(NCCCOC(C)C)c(=O)c2=O)CC1	1	-4	3	-1.1	-5	-1	0	3	3	2
47	Clc1ccc(SCc2cc(Cl)nc(-c3ccccc3)n2)cc1	3	3	0	0.7	-3	2	3	1	2	-15
48	COC(=O)[C@]12C[C@H](CC(=O)NCCC(C)C)C(=O)N(CCc3ccc(OC)c(OC)c3)C1=C[C@H](C(C)(C)C)O[C@@H]2C	34*	2	-2	0.7	-1	0	-3	19*	-3	nt

cpd	Structure	UHRF1 MBD2 ctr	LEDGF integ inh	PRMT1 FP inh	PG9 Ab binder	TCR CD3 inh	rCAG RNA binder	Rev-erbA mod	MBD2 inh	mABHD4 FP	HTRA1 inh
49	CCCCCCn1c(O)c(/C=C2\C=NN=C2c2ccccc2)sc1=S	0	-3	-3	-1.8	0	6	2	1	-10	-16
50	Cc1ccc(/C=N/NC(=O)CSc2nnc(-c3ccc(Cl)cc3)n2-c2ccc(Cl)cc2)o1	-1	-1	0	-0.8	5	4	3	-1	-7	-19
51	COc1cccc(C=N[C@@H](CO)[C@@H](O)c2ccc([N+](=O)[O-])cc2)c1O	3	-2	-2	0.4	-7	-4	-1	5	1	-4
52	Cn1nc(C2CC2)cc1NC(=O)C1(C)CCN1C(=O)CCc1ccccc1 (stereo not drawn)	2	1	-1	-1.5	3	-2	-1	-2	3	nt
53	COc1ccc(-c2nc3ccc(Br)cn3c2Cc2ccccc2)cc1OC	5	2	0	-0.3	1	22	-5	-2	-2	nt
54	CCCN(CC1CC1)C(=S)NC(=O)c1ccc(S(=O)(=O)N2CCOCC2)cc1	-1	6	-4	-2.9	0	7	4	0	0	-2
55	Cc1cc(C)c(NC(=O)CNC(=O)[C@@H]2CCCN2C(=O)c2cccs2)c(C)c1	2	2	7	1.6	-6	0	2	-2	-12	0
56	Cc1cc(C(=O)Cn2cnc3ccccc3c2=O)c(C)n1C1CC1	1	2	-2	-1.7	-3	1	-1	-4	-1	2
57	COCCn1c(=S)[nH]c2ccccc21	-1	-8	0	0.2	0	-1	5	-1	-2	7

An excerpt from above in order of their number in mABHD4 FP, rising:
no. | Molecule | UHRF1 MBD2 ctr | LEDGF integ inh | PRMT1 FP inh | PG9 Ab binder | TCR CD3 inh | Rev-erbA mod | MBD2 inh | mABHD4 FP | HTRA1 inh
7 | CN1C(=O)/C(=C/c2cccc([N+](=O)[O-])c2)C(=O)N1c1ccccc1 | 1 | 2 | 10 | 1.0 | -7 | 1 | 3 | -3 | 4
36 | O[C@H]1C[C@H](c2ccccc2)N(CC2CCCCC2)C[C@@H]1n1cc(-c2ccc(F)cc2)nn1 | 3 | 1 | -3 | 0.1 | -5 | 4 | -4 | -1 | -15
15 | COc1ccc(S(=O)(=O)N2CCCCC2)cc1NC(=O)c1[nH]c(C)c(C(C)=O)c1C | -2 | -4 | -1 | 0.8 | -6 | 3 | -2 | 2 | -12
